TrxR1 inh: inhibitors of rat thioredoxin reductase 1; O89049; recombinant rTrxR1, NADPH fluorescence consumption, selenite substrate; Potency, µM (top dose mostly 114 µM), for the others: at the top dose activity change, negative = inhibition, usual class: inhibitors; actives 1% (n = 390,000); AID 588453; also: potency is read from the fitted curve at half-maximal effect; % is scaled to controls: 0 for no effect and ±100 for the full control effect; nearly all actives have a fitted effect of over 65% in size
Target sequence (O89049 whole entry, looked up): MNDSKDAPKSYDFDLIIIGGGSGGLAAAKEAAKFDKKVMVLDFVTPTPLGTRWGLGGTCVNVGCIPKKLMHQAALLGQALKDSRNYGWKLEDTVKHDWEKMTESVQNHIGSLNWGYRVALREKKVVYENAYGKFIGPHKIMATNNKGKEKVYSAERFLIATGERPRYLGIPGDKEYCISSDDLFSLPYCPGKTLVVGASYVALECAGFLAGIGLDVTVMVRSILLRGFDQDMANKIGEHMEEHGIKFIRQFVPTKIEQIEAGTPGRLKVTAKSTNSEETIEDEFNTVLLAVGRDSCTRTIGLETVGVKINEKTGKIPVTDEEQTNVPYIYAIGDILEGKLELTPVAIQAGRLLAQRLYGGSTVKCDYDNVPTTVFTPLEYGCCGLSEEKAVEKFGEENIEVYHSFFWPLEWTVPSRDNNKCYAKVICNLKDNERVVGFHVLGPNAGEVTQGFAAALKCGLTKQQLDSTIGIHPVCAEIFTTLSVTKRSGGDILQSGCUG
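Rat TrxR1 (90 nM in the dispensed reagent) was pre-reduced with 400 uM NADPH for 5 min at room temperature, then incubated with compound for 15 min. After 400 uM selenite was added, NADPH fluorescence (Ex 340/Em 450 nm) was followed for 8 min.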
D2 ag: D2 dopamine receptor (human) agonism | HEK293 T-REx D2 cells, calcium flux agonist mode | activation, % at 2 µM | actives 0.53% (n = 340,000);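 active = activation over 3 SD above normal in the single-dose calcium agonist read, cut at about 30% in these data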; also: 0% is about no effect
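HEK293 Trex D2 cells, tetracycline-induced, o/n 30 C 5% CO2; no-wash Ca dye, RT 30–90 min; 10-cycle baseline, 23 nl cpd added, kinetic Ca read 180 s; agonist hits = positive Ca response.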
USP1-UAF1 inh: USP1/UAF1 (human) deubiquitinase inhibition; O94782; recombinant USP1/UAF1, Ub-Rhodamine cleavage fluorescence; Potency, µM (top dose mostly 57.1 µM), for inactives: at the top dose activity change, negative = inhibition, hits mostly inhibitors; actives 0.23% (n = 390,000); AID 743255; also: potency is read from the fitted curve at half-maximal effect; % is scaled to controls: 0 for no effect and ±100 for the full control effect; nearly all actives have a fitted effect of over 60% in size; inactives centre near -12
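High-throughput fluorogenic screen: 1nM USP1/UAF1 complex, Ub-Rho substrate 150nM final, 50mM HEPES pH 7.8 with 0.5mM EDTA, 0.1 mg/ml BSA, 1mM TCEP and 0.01% Tween-20.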
Pin1 inhibitor: human Pin1 inhibition | actives 0.009% (n = 390,000) | AID 504891 | Q13526 | Potency, µM (titrated, usually from 115 µM), for inactives: at the top dose activity, negative = inhibition, hits mostly inhibitors | Pin1 FP peptide displacement, HiFluor488, 10 min; active = well fitted inhibition curve with a large enough effect in the polarisation, with a control signal flat, not every such curve was filed as active; inconclusive = small, poorly fitted or top-dose-only effect, or effect the other way, or a change in a side signal; inactive = no such curve, though single readings can be large or run the other way; the % refers to the polarisation; also: potency is read from the fitted curve at half-maximal effect; % is scaled to controls: 0 for no effect and ±100 for the full control effect
Target sequence (Q13526 whole entry, looked up): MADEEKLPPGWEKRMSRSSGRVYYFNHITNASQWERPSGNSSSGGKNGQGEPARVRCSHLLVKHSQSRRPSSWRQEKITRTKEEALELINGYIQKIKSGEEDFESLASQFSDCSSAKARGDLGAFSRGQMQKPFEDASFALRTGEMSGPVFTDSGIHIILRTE
TRHR PAM: TRH receptor (human) allosteric enhancement. enhancement, % at 2 µM. AID 493056. actives 0.66% (n = 360,000). TRHR cells, fluo-8 calcium fluorescence, EC20 TRH enhancement. P34981; in the data active = enhancement above about 30%; also: 0% is about no effect
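TRHR-expressing cells loaded with fluo-8 calcium dye were read kinetically (ex 480/em 530) during compound addition, then stimulated with an EC20 of TRH (10 nM final). Enhancement of the Gq-mediated intracellular calcium response was scored.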
D2 antag: antagonists of human D2 dopamine receptor | P14416 | inhibition, % at 10 µM | actives 2% (n = 340,000) | HEK293 TREx D2 cells, calcium flux, dopamine EC80; in the data active = inhibition above about 30%; also: 0% is about no effect
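Inhibition of EC80 dopamine-driven calcium flux, recorded kinetically, defines activity here; cells are a tetracycline-induced HEK293 T-REx line expressing force-coupled D2.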
TrxR1 substrate: rat thioredoxin reductase 1 substrate activity. purified TrxR1 substrate turnover, NADPH consumption readout. actives 0.01% (n = 390,000). Potency, µM (highest dose often 114 µM), for the others: at the top dose activity change, negative = substrate turnover. AID 588456; also: potency is read from the fitted curve at half-maximal effect; % is scaled to controls: 0 for no effect and ±100 for the full control effect; nearly all actives have a fitted effect of over 50% in size
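Rat TrxR1, dispensed at 90 nM, was prereduced with 400 uM NADPH (final) for 5 min at ~22 deg C, then incubated with compound 15 min before 400 uM selenite. A first-read NADPH fluorescence drop versus no-compound background flagged substrates.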
IDH1 R132H inh: blocks human mutant IDH1 R132H enzyme. O75874. IDH1-R132H enzyme, NADPH consumption, diaphorase/resazurin fluorescence. Potency, µM (doses to about 76.6 µM), for inactives: top-dose activity change, negative = inhibition, usual class: inhibitors. actives 0.093% (n = 390,000). AID 602179; also: potency is read from the fitted curve at half-maximal effect; % is scaled to controls: 0 for no effect and ±100 for the full control effect; nearly all actives have a fitted effect of over 65% in size
Target sequence (O75874 whole entry R132H, stated change not applied): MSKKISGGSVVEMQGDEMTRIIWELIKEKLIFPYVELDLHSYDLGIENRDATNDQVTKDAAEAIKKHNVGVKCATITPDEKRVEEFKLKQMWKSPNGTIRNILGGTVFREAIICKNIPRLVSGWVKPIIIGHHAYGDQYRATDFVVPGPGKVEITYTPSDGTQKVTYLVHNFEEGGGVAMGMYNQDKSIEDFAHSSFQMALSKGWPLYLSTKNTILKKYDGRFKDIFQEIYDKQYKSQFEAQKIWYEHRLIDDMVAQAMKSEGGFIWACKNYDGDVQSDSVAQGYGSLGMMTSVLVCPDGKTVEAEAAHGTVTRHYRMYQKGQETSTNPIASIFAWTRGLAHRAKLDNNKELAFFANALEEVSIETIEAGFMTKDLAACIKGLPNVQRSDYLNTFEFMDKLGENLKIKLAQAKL
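IDH1-R132H (0.5 ug/mL dispensed) in pH 7.5 Tris buffer was preincubated 30 min with compound, then given a substrate mix of 0.016 mM NADPH and 2 mM alpha-KG for 80 min at room temperature; remaining NADPH was read by diaphorase/resazurin fluorescence.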
TRHR agonist: TRH receptor (human) agonism; P34981; TRHR cells, calcium flux fluo-8, FDSS agonist mode; activation, % at 2 µM; actives 0.18% (n = 360,000); in the data active = activation above about 30%; also: 0% is about no effect
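Read-out: compound-evoked intracellular calcium rise in TRHR cells, fluo-8 dye, kinetic FDSS fluorescence at 1 s/cycle following a 10-cycle baseline. Cells cultured overnight before dye loading (30 min–1.5 h, RT).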
* = called active by the depositor; u = inconclusive; x = not tested or not shown; [ ] = remark or other dose. Unless noted, calls follow the shape of the dose curve; as a rule, active = well fitted inhibition curve with a large enough effect; inconclusive = small, poorly fitted or top-dose-only effect; inactive = no such curve, though single readings can be large or run the other way.

SMILES	TrxR1 inh	D2 ag	USP1-UAF1 inh	Pin1 inhibitor	TRHR PAM	D2 antag	TrxR1 substrate	IDH1 R132H inh	TRHR agonist
N#Cc1cc(C(=O)c2cc(F)ccc2O)cn(-c2nccs2)c1=O	7.8%[57.1 µM]	116.4*	25.1µM*	u	4.5	34.2*	-10.9%[57.1 µM]	4.9%	183.2*
O=C(Nc1nnc(CSCc2ccccc2F)s1)c1cccc([N+](=O)[O-])c1	15.8%	1.1	-13.2%	0.3%	-4.7	-5.5	-2.2%	34.1%[activator]	0.8
CCOc1ccccc1NC(=O)CN1CCC(C(=O)c2ccc(F)cc2)CC1	35.7%	0.1	-25.0%	-6.4%	4.2	-11.7	4.0%	1.2%	0.2
Cc1cccc(Nc2nc(N)nc(CN3CCN(c4ccccc4)CC3)n2)c1	17.1%[0.457 µM]	70.6*	-0.8%	0.8%	4.0	50.8*	-6.1%	-1.4%	0.4
CN1CCN(C(=O)CCc2nc(-c3ccc(Cl)cc3)no2)CC1	12.8%	x	-2.4%	-0.5%	-1.8	x	-5.0%	-12.9%	0.0
CCOC(=O)N1CCN(C(=O)c2csc3c2CCCCC3)CC1	9.3%	-1.2	-12.6%	-3.0%	5.3	-11.5	10.1%	2.0%	0.6
CCN(CC)C(=O)C(C)N(C#N)c1nc(Cl)nc(N(C)C)n1 (centres undefined)	13.7%	0.6	-2.8%	0.1%	8.3	-0.3	10.3%[57.1 µM]	0.0%	0.3
O=C(CSc1cccc(C(F)(F)F)c1)Nc1ccc(N2CCOCC2)cc1	9.3%	x	-6.9%	-2.4%	x	x	-1.2%	6.8%	x
CCN(Cc1cc2ccccc2[nH]c1=O)S(=O)(=O)c1ccccc1	18.5%	-0.9	-13.0%	-3.6%	1.2	-0.5	5.4%	12.0%	-0.1
COC(=O)COc1ccc2c(c1C)O/C(=C\c1ccco1)C2=O	u	1.1	-14.7%	27.5%	5.9	-19.6	-3.2%	-4.4%	1.4
CC(=O)c1cc2c(cc1NC(=O)c1ccccc1C)OCO2	x	0.5	x	x	-2.1	3.2	x	x	0.2
COc1cc(C2C(C(=O)c3ccc(C)o3)=C(O)C(=O)N2CCc2ccccc2)ccc1O (centres undefined)	u	0.0	-20.0%	3.1%	-0.2	-13.7	-9.2%	-5.7%	0.0
O=C1CC(c2ccc(F)cc2)SC(N(c2ccccc2)c2ccccc2)=N1 (centres undefined)	21.3%[11.4 µM]	-0.4	-8.0%	-9.0%	4.7	7.5	2.2%[11.4 µM]	-14.3%	0.7
Cn1ncc(Br)c1C(=O)NC1CCCC1	11.3%	-0.6	-20.3%	7.1%	1.9	-0.2	3.4%	-8.3%	0.3
Cc1nc2ccccc2c(=O)n1-c1ccc(NS(=O)(=O)c2cc(F)ccc2F)cc1	-12.1%	-1.2	-6.4%	3.3%	-3.6	2.6	-9.0%	-1.1%	-0.9
Cc1ccc(C(=O)OCC(=O)NC(C)c2ccccc2)cc1C (centres undefined)	8.9%	x	2.1%	-0.5%	x	x	-1.4%	7.3%	x
O=C(NCc1nc(-c2ccccc2)no1)c1ccco1	16.8%	x	4.6%	u	-1.4	x	-2.3%	-14.5%	-0.4
COc1cc(C(=O)Nc2ccc(NC(=O)C3CCCCC3)nc2)cc(OC)c1OC	35.1%[activator][57.1 µM]	-1.0	-13.7%	9.6%	-2.4	5.6	-15.0%[57.1 µM]	7.7%	-0.1
O=C(COC(=O)c1ccc(Br)o1)NC1CCCCC1	8.2%[57.1 µM]	0.0	-2.9%	1.5%	0.1	3.1	1.2%[57.1 µM]	3.0%	0.6
CSc1ccccc1NC(=O)N1CCC(CO)(CC2CCCCO2)CC1 (centres undefined)	-16.8%	-0.1	-16.7%	-0.1%	-2.2	-9.3	-5.4%	2.0%	0.6
COc1ccc(C(=O)NNc2ncnc3c2cnn3-c2ccc(C)c(Cl)c2)cc1	-16.3%[57.1 µM]	0.0	-11.5%	-9.1%	-4.7	x	-16.8%[57.1 µM]	2.1%	0.1
Cc1ccc(S(=O)(=O)n2nc(OC(=O)c3ccccc3C)cc2N)cc1	11.6%	0.6	-20.1%	27.9%	12.6	-0.8	2.3%	2.7%	-0.8
O=C(NC1(C(F)(F)F)NC(=O)N(C2CCCCC2)C1=O)c1ccco1 (centres undefined)	2.2%[57.1 µM]	x	2.3%	u	-6.8	x	4.4%[57.1 µM]	-4.8%	-0.2
Cc1cc(C)cc(N2CCn3c2nc2c3c(=O)n(CCc3ccccc3)c(=O)n2C)c1	28.0%	0.8	-18.6%	u	8.3	x	-1.1%	24.1%	-0.3
O=C(/C=C/c1ccco1)N(Cc1ccc(F)cc1)C1CCS(=O)(=O)C1 (centres undefined)	44.7µM*	-1.4	-10.7%	-2.0%	5.7	3.4	-6.1%	2.8%	-0.1
COc1ccc(CCNC(=O)COC(=O)CCC(=O)c2cccs2)cc1OC	u	x	-10.6%	-4.4%	x	x	-2.5%	-1.6%	x
O=C(NCCN1CCOCC1)c1ccc(CSc2nc3ccncc3n2Cc2ccc(F)cc2)cc1	10.3%	-0.4	-18.3%	7.1%	-1.4	15.3	-1.8%	5.6%	-0.4
CCCCN(C)CCC(=O)Nc1ccc(Cl)cc1	3.0%	0.2	-7.0%	1.0%	-4.0	0.6	-0.2%	2.1%	-0.2
Cc1cc(C)n2nc(CNC(=O)c3ccccc3Cl)nc2n1	0.5%	0.4	-13.5%	-3.6%	-4.5	x	3.7%	7.6%	0.5
CC[C@]12c3[nH]c4cc(-c5ccco5)ccc4c3CCN1C(=O)[C@@H](CC(=O)NCc1ccco1)C[C@@H]2C(=O)N1CCN(C(=O)C2CC2)CC1	-27.4%	x	-29.7%	18.9%	x	x	24.3%	-12.9%	x
O=C(NCCc1ccccc1)c1n[nH]c2ccccc12	31.2%	0.2	-13.0%	-0.5%	-3.4	-1.5	0.4%	-2.2%	0.8
O=C(C1CCCN(S(=O)(=O)c2ccccc2)C1)N1CCCCCC1 (centres undefined)	14.2%[57.1 µM]	-2.7	-17.3%	-0.7%	-3.8	-5.4	-18.5%[57.1 µM]	5.1%	1.5
CCN(CC(=O)Nc1ccccc1OC)CC(=O)Nc1c(Cl)ccc(C)c1Cl	9.5%[57.1 µM]	0.2	-12.2%	1.7%	-1.8	19.2	-10.7%	-3.7%	0.4
CC1=C(c2ccc(C(C)C)cc2)S(=O)(=O)N=C1N1CCN(c2ccc(F)cc2)CC1	8.3%	-0.6	-16.9%	-5.6%	-3.7	x	-1.8%	-8.0%	-0.8
Nc1ncnc2c1ncn2[C@@H]1O[C@H](CNCc2ccc(-c3cc(C(F)(F)F)ccc3Cl)o2)[C@@H](O)[C@H]1O	-21.9%	x	-16.0%	9.8%	x	x	-3.1%	-3.0%	x
Cn1ncc([N+](=O)[O-])c1C(=O)Nc1cccc(Cl)c1	-14.2%	-1.5	-24.5%	2.2%	5.0	-13.4	-8.4%	-1.7%	-0.5
COc1ccc(CC(=O)Nc2nc(-c3cccc([N+](=O)[O-])c3)cs2)cc1	-6.2%	x	3.6%	-1.6%	-11.3	x	-1.9%	0.3%	0.3
Cc1nc2ccccc2nc1N/N=C/c1ccc(O)cc1	-12.7%	-1.1	-13.4%	-3.0%	11.9	8.6	-8.5%	14.2%	-1.0
CCN1CCN(S(=O)(=O)c2ccc3c(c2)OCCO3)CC1	13.3%	0.3	0.7%	2.2%	13.6	3.1	2.5%	0.7%	0.6
CSc1ccc(Cl)c(C(=O)Nc2ccc(Cl)cn2)c1	24.3%	-6.6	-18.8%	48.3%[activator]	0.7	-2.0	4.8%	-3.5%	-3.7
CCNC(=S)NN(c1ccccc1)c1ccccc1	-21.2%	0.5	-13.1%	-12.1%	-9.5	-2.1	-10.6%	9.1%	-0.6
CCn1ncc([N+](=O)[O-])c1C(=O)NC1CCCCC1	-5.4%	-0.3	3.7%	7.4%	2.9	3.5	-7.7%	0.0%	0.1
Cc1c(C)c2ccc(OCC(=O)NCCCn3ccnc3)cc2oc1=O	-22.2%	1.9	-10.5%	-0.6%	43.1*	8.6	-7.5%	-8.7%	0.1
COCCOC(=O)C1=C(C)NC(=O)N(C(C)=O)C1c1ccc(Cl)cc1 (centres undefined)	22.3%	2.8	2.3%	-7.8%	3.5	-19.5	8.0%	-2.3%	3.4
COCCCn1c(=O)c2sccc2n2c(CCCC(=O)Nc3cccc(OC)c3)nnc12	5.3%	-0.1	-15.1%	7.9%	-1.4	x	-3.1%	20.6%	0.7
CN(CC(=O)Nc1cccc(F)c1)C(=O)c1cn2ccccc2n1	8.7%	0.7	-21.6%	0.7%	2.8	11.2	7.0%	8.3%	-0.4
CCOc1ccccc1CN1C(=O)c2ccccc2C1C(=O)NCC1CCCO1 (centres undefined)	11.4%[57.1 µM]	0.7	-3.3%	-7.7%	21.0	-26.9	7.1%[57.1 µM]	1.2%	0.5
CCCCN=C1C([N+](=O)[O-])=CC=C2C1=NC1(CCCCC1)N2O	-8.3%	-0.3	-1.7%	4.3%	2.1	-8.6	-6.7%	1.6%	-0.7
O=C(Nc1cccc2c1C(=O)NC2=O)c1ccccc1[N+](=O)[O-]	11.8%	0.1	-14.5%	-6.2%	0.8	5.1	4.4%	4.7%	0.7

3 of the entries above in order of the TrxR1 inh value, high to low.
| SMILES | TrxR1 inh |
| --- | --- |
| COCCOC(=O)C1=C(C)NC(=O)N(C(C)=O)C1c1ccc(Cl)cc1 (centres undefined) | 22.3% |
| CCCCN=C1C([N+](=O)[O-])=CC=C2C1=NC1(CCCCC1)N2O | -8.3% |
| Cc1c(C)c2ccc(OCC(=O)NCCCn3ccnc3)cc2oc1=O | -22.2% |

Entries above marked active in TRHR PAM.
structure | TrxR1 inh | USP1-UAF1 inh | Pin1 inhibitor | TRHR PAM | D2 antag | TrxR1 substrate | IDH1 R132H inh | TRHR agonist
Cc1c(C)c2ccc(OCC(=O)NCCCn3ccnc3)cc2oc1=O | -22.2% | -10.5% | -0.6% | 43.1* | 8.6 | -7.5% | -8.7% | 0.1

Screens: PubChem, National Center for Advancing Translational Sciences (NCATS)

These rows are one share of the data, so the mix of outcomes need not match the whole.
